Screening results (PubChem BioAssay)
HSF-1 act = HSF-1 activators, primary screen, NIH3T3-HGL cells, MG132 stress, luminescence, single point | NIH3T3-HGL HSF-1 luciferase reporter, 8 h; 100% = twice DMSO control signal | activation, % at 9 µM | 300,000 compounds, 1.7% hits | AID 504408, 2011;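 active = mean replicate activation of at least 50% with a set share of replicates each reaching 50%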;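 also: 0% = median of the neutral control wells and 100% = twice that signal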
GSK3 alpha inh = blockers of GSK3A enzyme activity – biochemical, luminescence, cell-free homogeneous, HTS, primary screen; Glycogen synthase kinase-3 alpha (Homo sapiens), P49840; GSK-3 alpha kinase, ADP-Glo luminescence, 60 min; inhibition, % at 10 µM; 320,000 compounds, 0.1% hits;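 in the data active = inhibition above about 50%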;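 also: GST-tagged GSK-3 alpha with peptide substrate and 25 µM ATP; 0% = DMSO neutral wells and 100% = GW8510 positive control wells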
Target sequence (P49840 whole entry, looked up): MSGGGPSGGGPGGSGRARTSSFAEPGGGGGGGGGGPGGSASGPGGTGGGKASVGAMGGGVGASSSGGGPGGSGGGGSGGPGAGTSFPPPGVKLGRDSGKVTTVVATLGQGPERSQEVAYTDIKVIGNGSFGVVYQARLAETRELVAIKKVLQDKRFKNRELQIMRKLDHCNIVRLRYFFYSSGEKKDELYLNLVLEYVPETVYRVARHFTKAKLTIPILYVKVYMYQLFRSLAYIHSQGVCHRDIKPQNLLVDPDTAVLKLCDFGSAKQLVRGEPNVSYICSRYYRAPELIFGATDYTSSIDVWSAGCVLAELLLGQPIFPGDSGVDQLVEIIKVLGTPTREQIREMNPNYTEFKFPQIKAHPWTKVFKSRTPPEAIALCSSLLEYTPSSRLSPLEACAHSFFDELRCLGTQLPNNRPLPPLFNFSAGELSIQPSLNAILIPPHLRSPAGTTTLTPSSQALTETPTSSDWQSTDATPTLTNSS
AI-2 QS mod = Vibrio harveyi AI-2 quorum sensing modulators, primary screen, JMH597 strain, luminescence/OD600 ratio. Vibrio harveyi JMH597 AI-2 luminescence/OD600 ratio, 9 h; stronger effect = lower value; strain lacks LuxN and CqsS sensors; 0 = neutral-control median. activity change, % at 7.5 µM. 300,000 compounds, 0.4% hits. AID 2094, 2009; in the data active = activity change below about -75%, passing the limit was not always enough;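 also: luminescence divided by OD600 gain over 9 h not by final OD600 alone; inactives centre near 13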
GSK3B inh = human GSK3beta kinase inhibitors, primary screen, biochemical, cell-free homogeneous, HTS. Glycogen synthase kinase-3 beta (Homo sapiens), P49841. GST-GSK3beta kinase, ADP-Glo luminescence, 60 min; stronger effect = lower value. activity score (negative = inhibition), % at 10 µM. 300,000 compounds, 0.038% hits. AID 2097, 2009;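 active = more than half of replicate wells score below -50%, meaning over 50% inhibition versus plate controls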;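 also: 0% = median DMSO wells and -100% = median GW8510 positive control wells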
Target sequence (P49841 whole entry, looked up): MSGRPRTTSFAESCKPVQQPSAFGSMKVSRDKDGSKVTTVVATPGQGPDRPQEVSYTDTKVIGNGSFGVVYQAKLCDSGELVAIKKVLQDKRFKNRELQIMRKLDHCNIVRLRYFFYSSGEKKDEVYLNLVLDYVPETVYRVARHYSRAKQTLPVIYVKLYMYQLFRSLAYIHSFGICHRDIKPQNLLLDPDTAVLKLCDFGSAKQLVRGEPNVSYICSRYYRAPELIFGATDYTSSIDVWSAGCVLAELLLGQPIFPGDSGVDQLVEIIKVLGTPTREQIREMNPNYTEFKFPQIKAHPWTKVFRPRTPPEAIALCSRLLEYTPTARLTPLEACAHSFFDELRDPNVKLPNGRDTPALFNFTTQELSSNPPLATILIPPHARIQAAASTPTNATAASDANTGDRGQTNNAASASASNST
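test system = GST-tagged human GSK3beta kinase, cell-free | reagent = 25 µM ATP with peptide substrate | dosing = one dose of 10 µM per compound | schedule = 60 min reaction, RT | detection = luminescent ADP-Glo measurement of ADP formed | control set = DMSO neutral wells and GW8510 at 20 µM as positive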
IEC-6 tox = cytotoxicity in IEC-6 intestinal epithelial cells, primary screen, cytotoxicity control for KLF5 inhibitor project, cell-based, luminescence; IEC-6 cytotoxicity, luminescence viability; 290,000 compounds, 0.78% hits; inhibition, % at 5 µM; in the data active = inhibition above about 22%;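 also: 0% = plate median of test compound wells and 100% = cytotoxic reference compound wells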
HSP90 inh = HSP90 inhibitors, primary screen, cell lysate, luminescence. 290,000 compounds, 0.91% hits. Heat shock protein HSP 90 (rabbit reticulocyte lysate; luciferase refolding). Rabbit reticulocyte lysate, luciferase refolding luminescence, 3 h. inhibition, % at 5.6 µM;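 active = inhibition above the screen-wide mean plus 3 SD, computed separately per campaign, cut at about 16% in these data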;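 also: 0% = DMSO wells and 100% = 60 µM geldanamycin wells; inhibitors lower the luminescence because luciferase stays unfolded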
PolyA inh = polyadenylation inhibitors in yeast reporter cells, primary screen, luminescence, S. cerevisiae | 300,000 compounds, 0.02% hits | calls only at 12 µM | S. cerevisiae SKY197-pL101 polyadenylation reporter, beta-gal luminescence; efflux-impaired pdr1/pdr3 knockout yeast; score 100 = 6 SD above DMSO | AID 1875, 2009;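 active = lowest replicate activity score at least 50, where 100 means six control SD above control mean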;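 also: yeast exposed to compound for 9 h at 30 °C; higher score means more reporter readthrough which indicates perturbed polyadenylation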
HSF1 inh = HSF1 inhibitors in luciferase reporter cells, primary screen, cell-based, NIH3T3, luminescence; NIH3T3-HGL HSE-luciferase, MG132-induced, luminescence 8 h; stronger effect = lower value; 300,000 compounds, 0.77% hits; activity change, negative = inhibition, % at 7.5 µM (by protocol); AID 2098, 2009;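 active = more than half of replicate wells show activity change below -50%, luminescence cut by over half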;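 also: luciferase reports HSF-1 transcriptional activity via heat shock element; 0% = median of DMSO wells and -100% = zero luminescence signal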
KLF5 inh = KLF5 expression inhibitors, primary screen, DLD-1 cells, luminescence; DLD-1 KLF5 promoter-luciferase reporter; inhibition, % at 5 µM; 290,000 compounds, 0.23% hits; AID 1700, 2009;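 active = inhibition above a per-plate limit of that plate's mean compound inhibition plus 3 SD, cut at about 60% in these data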;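 also: 0% = DMSO wells and 100% = LY294002 at 200 µM; higher means less KLF5 promoter-driven luciferase light; inactives centre near -14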
aSyn 5UTR inh = MLPCN primary screen, SNCA 5' untranslated region | 300,000 compounds, 0.82% hits | alpha-synuclein 5'UTR reporter, inhibitor activity | inhibition, % (tested at 7.5 µM); in the data active = inhibition above about 60%;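 also: H4 neuroglioblastoma cells stably carrying SNCA 5'UTR luciferase fusion; 0% = DMSO wells and 100% = positive control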
Active calls of the source: *.

For Cc1ccc(N2C(=O)c3ccccc3C(C)(C)C2=O)cc1 the results were HSF-1 act 14, GSK3 alpha inh -5, AI-2 QS mod -7, GSK3B inh 5, IEC-6 tox 2, HSP90 inh 7, PolyA inh inactive, HSF1 inh -9, KLF5 inh -9 and aSyn 5UTR inh 2.
`COc1ccc(-n2c(SCC(=O)N(C)c3ccccc3)nc3c([nH]c4ccccc43)c2=O)cc1OC` gave HSF-1 act 10, GSK3 alpha inh 2, AI-2 QS mod 19, GSK3B inh -2, IEC-6 tox 2, HSP90 inh 3, PolyA inh inactive, HSF1 inh -1, KLF5 inh -27 and aSyn 5UTR inh 23.
For CCN1C(=O)[C@H]2[C@@H](c3ccc(-c4cccc(Cl)c4)c(OC)c3)N[C@@](C)(C(=O)OC)[C@H]2C1=O the results were HSF-1 act -3, GSK3 alpha inh 0, AI-2 QS mod 11, GSK3B inh 1, PolyA inh inactive, HSF1 inh -2 and aSyn 5UTR inh 6.
For CN(C)CCCn1c(SCC(=O)Nc2nc(-c3cccc(Br)c3)cs2)nc2ccccc2c1=O the results were HSF-1 act -13, GSK3 alpha inh 0, AI-2 QS mod 1, GSK3B inh 0, IEC-6 tox 0, HSP90 inh 0, PolyA inh inactive, HSF1 inh -1, KLF5 inh -6 and aSyn 5UTR inh -33.
For C[C@@H]1CCC2[C@](C)(CO)[C@@H](O)CC[C@]2(C)[C@@]12C[C@](CO)(CC(=O)O)CO2 (stereo partly specified) the results were HSF-1 act 1, GSK3 alpha inh -1, AI-2 QS mod -6, GSK3B inh 0, IEC-6 tox -3, HSP90 inh -3, PolyA inh inactive, HSF1 inh -6, KLF5 inh -6 and aSyn 5UTR inh 6.
O=C(CSc1nc2ccccc2s1)Nc1ncccn1 was read as HSF-1 act 9, GSK3 alpha inh 0, AI-2 QS mod 24, GSK3B inh 0, IEC-6 tox -3, HSP90 inh -3, PolyA inh inactive, HSF1 inh 11, KLF5 inh -16 and aSyn 5UTR inh 1.
`CN1CCN(C(=S)Nc2ccc(Cl)c(Cl)c2)CC1` gave HSF-1 act -6, GSK3 alpha inh 4, AI-2 QS mod -6, GSK3B inh 1, IEC-6 tox -5, HSP90 inh 3, PolyA inh inactive, HSF1 inh 0, KLF5 inh -8 and aSyn 5UTR inh 0.
`Cc1cc(NC(=O)C23CCC(C)(C(=O)O2)C3(C)C)no1` (stereo unspecified) gave HSF-1 act -14, GSK3 alpha inh 0, AI-2 QS mod 30, GSK3B inh -5, IEC-6 tox -2, HSP90 inh 0, PolyA inh inactive, HSF1 inh -3, KLF5 inh -3 and aSyn 5UTR inh -20.
`Cc1cc(C)n2ncc(/C(N)=N/OC(=O)Nc3ccc(Cl)cc3)c2n1` gave HSF-1 act -2, GSK3 alpha inh -2, AI-2 QS mod 19, GSK3B inh 2, IEC-6 tox 10, HSP90 inh 4, PolyA inh inactive, HSF1 inh -5, KLF5 inh -9 and aSyn 5UTR inh -53.
`O=C(Nc1ccc(C(=O)O)cc1)/C(=C\c1ccc(F)cc1)NC(=O)c1ccco1` gave HSF-1 act -4, GSK3 alpha inh -3, AI-2 QS mod 19, GSK3B inh 3, IEC-6 tox -2, HSP90 inh 1, PolyA inh inactive, HSF1 inh -1, KLF5 inh -2 and aSyn 5UTR inh -6.
For CC1CCCCN1C(=O)c1c([N+](=O)[O-])cnn1C (stereo unspecified) the results were HSF-1 act 10, GSK3 alpha inh 2, AI-2 QS mod 1, GSK3B inh 1, IEC-6 tox -4, HSP90 inh 3, PolyA inh inactive, HSF1 inh -1, KLF5 inh -8 and aSyn 5UTR inh 2.
Screening CCc1cccc(C)c1NC(=O)COC(=O)C1CCN(S(=O)(=O)c2ccccc2)CC1 returned HSF-1 act -23, GSK3 alpha inh -1, AI-2 QS mod 26, GSK3B inh 0, PolyA inh inactive, HSF1 inh -4 and aSyn 5UTR inh -3.

Continued (two carried over from the part before).
For CC1CCCCN1C(=O)c1c([N+](=O)[O-])cnn1C (stereo unspecified) the results were HSF-1 act 10, GSK3 alpha inh 2, AI-2 QS mod 1, GSK3B inh 1, IEC-6 tox -4, HSP90 inh 3, PolyA inh inactive, HSF1 inh -1, KLF5 inh -8 and aSyn 5UTR inh 2.
Screening CCc1cccc(C)c1NC(=O)COC(=O)C1CCN(S(=O)(=O)c2ccccc2)CC1 returned HSF-1 act -23, GSK3 alpha inh -1, AI-2 QS mod 26, GSK3B inh 0, PolyA inh inactive, HSF1 inh -4 and aSyn 5UTR inh -3.
Screening CCCS(=O)(=O)Nc1ccc2cn[nH]c2c1 returned HSF-1 act 4, GSK3 alpha inh -1, AI-2 QS mod 13, GSK3B inh -11, IEC-6 tox -1, HSP90 inh -1, PolyA inh inactive, HSF1 inh -3, KLF5 inh 0 and aSyn 5UTR inh 5.
COc1ccc(C2CC(c3cccs3)=NN2C(=S)Nc2ccccc2)cc1OC (stereo unspecified) was read as HSF-1 act 6, GSK3 alpha inh 0, AI-2 QS mod -2, GSK3B inh 2, IEC-6 tox -8, HSP90 inh 2, PolyA inh inactive, HSF1 inh 1, KLF5 inh 9 and aSyn 5UTR inh -8.
O=C(CNC(=O)N1CC(=O)Nc2ccccc21)Nc1cccc(F)c1 was read as HSF-1 act -14, GSK3 alpha inh -4, AI-2 QS mod 24, GSK3B inh -2, IEC-6 tox 0, HSP90 inh -3, PolyA inh inactive, HSF1 inh -5, KLF5 inh -21 and aSyn 5UTR inh -5.
CCOc1ccc(CNC(c2ccccc2)c2ccccc2)cc1 was read as HSF-1 act -60, GSK3 alpha inh -2, AI-2 QS mod 58, GSK3B inh 1, IEC-6 tox 4, HSP90 inh 0, PolyA inh inactive, HSF1 inh -49, KLF5 inh -33 and aSyn 5UTR inh 12.
For COc1ccc(/C=C(/CC(=O)Nc2ccc(C)cc2)c2nc3ccccc3s2)cc1 the results were HSF-1 act -5, GSK3 alpha inh -1, AI-2 QS mod 40, GSK3B inh -1, IEC-6 tox -4, HSP90 inh 3, PolyA inh inactive, HSF1 inh -1, KLF5 inh -7 and aSyn 5UTR inh -7.
COc1cc(S(=O)(=O)N2CCCCC2)ccc1NC(=O)c1ccc(F)cc1 was read as HSF-1 act 13, GSK3 alpha inh 1, AI-2 QS mod 15, GSK3B inh 1, IEC-6 tox 2, HSP90 inh -1, PolyA inh inactive, HSF1 inh -2, KLF5 inh -96 and aSyn 5UTR inh -19.
CC1(OC(=O)C2CCCC2)C(=O)C=C2C=C(c3ccsc3)N(CCc3ccccn3)C=C2C1=O (stereo unspecified) was read as HSF-1 act 16, GSK3 alpha inh -1, AI-2 QS mod 5, GSK3B inh 1, PolyA inh inactive, HSF1 inh 8 and aSyn 5UTR inh -12.
For CCCc1sc(N)nc1-c1ccc(Cl)cc1 the results were HSF-1 act 6, GSK3 alpha inh -2, AI-2 QS mod -8, GSK3B inh 0, IEC-6 tox 5, HSP90 inh 3, PolyA inh inactive, HSF1 inh -5, KLF5 inh -15 and aSyn 5UTR inh 42.
COc1ccc(C(=O)Nc2cccc(/C(C)=N\NC(=O)c3ccoc3C)c2)cc1OC was read as HSF-1 act 31, AI-2 QS mod 11, GSK3B inh 0, IEC-6 tox 6, HSP90 inh 0, PolyA inh inactive, HSF1 inh 24, KLF5 inh -73 and aSyn 5UTR inh -53.
CC1CCCN(C2(O)C(=O)Nc3ccc(Br)cc32)C1 (stereo unspecified) was read as HSF-1 act -3, GSK3 alpha inh -2, AI-2 QS mod 10, GSK3B inh -4, IEC-6 tox 19, HSP90 inh -2, PolyA inh inactive, HSF1 inh -4, KLF5 inh -5 and aSyn 5UTR inh 23.
For COc1ccc(CNC(=S)Nc2cc(OC)ccc2OC)cc1 the results were HSF-1 act -6, GSK3 alpha inh 1, AI-2 QS mod 14, GSK3B inh 0, IEC-6 tox 0, HSP90 inh -1, PolyA inh inactive, HSF1 inh 7, KLF5 inh -27 and aSyn 5UTR inh 6.
Screening CC(=O)Nc1ccc(Nc2ccc3c4c(cc(=O)n3C)-c3ccccc3C(=O)c24)cc1 returned HSF-1 act -11, GSK3 alpha inh 2, AI-2 QS mod 13, GSK3B inh 1, IEC-6 tox 6, HSP90 inh -1, PolyA inh inactive, HSF1 inh 2, KLF5 inh -30 and aSyn 5UTR inh -24.
C/C(=N\NC(=S)NC(C)C)c1ccc(-n2ccnc2)cc1 was read as HSF-1 act -8, GSK3 alpha inh -1, AI-2 QS mod -3, GSK3B inh 0, IEC-6 tox -1, HSP90 inh 4, PolyA inh inactive, HSF1 inh -9, KLF5 inh -35 and aSyn 5UTR inh 3.
For C=CCn1c(=O)c2ccccc2n2c(SCc3nnc(-c4ccccc4Br)o3)nnc12 the results were HSF-1 act 7, GSK3 alpha inh -1, AI-2 QS mod 28, GSK3B inh 3, IEC-6 tox 2, HSP90 inh 5, PolyA inh inactive, HSF1 inh 3, KLF5 inh -2 and aSyn 5UTR inh 16.
Screening CCOC(=O)c1nnc(-c2ccc(C)cc2)nc1Sc1cccc(Cl)c1 returned HSF-1 act 7, GSK3 alpha inh 0, AI-2 QS mod -11, GSK3B inh 0, IEC-6 tox 0, HSP90 inh 6, PolyA inh inactive, HSF1 inh 0, KLF5 inh -12 and aSyn 5UTR inh 26.
For COc1ccc(S(=O)(=O)N2CCC(C(=O)N(CC(C)C)C3CCS(=O)(=O)C3)CC2)cc1OC (stereo unspecified) the results were HSF-1 act -10, GSK3 alpha inh 0, AI-2 QS mod 35, GSK3B inh 2, PolyA inh inactive, HSF1 inh -3 and aSyn 5UTR inh 5.
For CCCC(c1nnnn1C(C)(C)CC)N1CCN(C2CCCC2)CC1 (stereo unspecified) the results were GSK3 alpha inh -4, IEC-6 tox 3, HSP90 inh 1 and KLF5 inh -17.
`Cc1cc(C(=O)N/N=C/c2c(C)n(C)c3ccccc23)n[nH]1` gave HSF-1 act 11, GSK3 alpha inh 1, AI-2 QS mod -2, GSK3B inh 1, IEC-6 tox -1, HSP90 inh 0, PolyA inh inactive, HSF1 inh 2, KLF5 inh -23 and aSyn 5UTR inh -8.
OCC[C@@H]1C[C@H](O)[C@@H](O)[C@]2(OCCc3ccccc32)O1 was read as HSF-1 act 3, GSK3 alpha inh -1, AI-2 QS mod 20, GSK3B inh -3, IEC-6 tox 1, HSP90 inh -6, PolyA inh inactive, HSF1 inh -3, KLF5 inh -8 and aSyn 5UTR inh -1.
`CNC(=O)COc1ccc(Nc2nnc(C)c3ccccc23)cc1` gave HSF-1 act -6, GSK3 alpha inh 1, AI-2 QS mod 1, GSK3B inh 1, IEC-6 tox 2, HSP90 inh 4, PolyA inh inactive, HSF1 inh -6, KLF5 inh -12 and aSyn 5UTR inh 0.

This is a subset; count on the stated rates, not on these rows.
